AmpC inh det: blocks E. coli AmpC beta-lactamase in presence of detergent. purified AmpC, nitrocefin hydrolysis with detergent. actives 0.09% (n = 71,000). Potency, µM (series often up to 28.7 µM), inactives show at the highest dose activity change, negative = inhibition; active means well fitted curve in the direction sought with a large enough effect
Target sequence (P00811 whole entry, looked up): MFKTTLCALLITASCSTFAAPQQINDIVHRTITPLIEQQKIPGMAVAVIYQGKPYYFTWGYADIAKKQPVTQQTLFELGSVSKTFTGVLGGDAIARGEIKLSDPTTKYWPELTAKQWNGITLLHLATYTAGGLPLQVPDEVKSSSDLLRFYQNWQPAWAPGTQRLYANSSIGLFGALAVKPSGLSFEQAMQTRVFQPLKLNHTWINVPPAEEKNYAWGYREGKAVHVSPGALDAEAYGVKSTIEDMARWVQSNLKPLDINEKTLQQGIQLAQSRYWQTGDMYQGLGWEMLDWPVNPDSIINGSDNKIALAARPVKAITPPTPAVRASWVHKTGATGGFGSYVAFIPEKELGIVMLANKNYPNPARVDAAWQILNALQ
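E. coli AmpC (5.3 nM) in 20 mM phosphate pH 7.0 with 0.01% Triton X-100, preincubated 15 min RT with compound; nitrocefin (2 uL of 800 uM stock) hydrolysis followed by 480 nm absorbance every 20 s over 4 min.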
Active calls of the source: *; & = joins results of further samples; [ ] = another dose, or the depositor's remark. On the % scale 0 is the no-effect control and ±100 the full control effect; potency means the concentration at half of the fitted maximal effect. Only part of the results is shown; count on the stated rates, not on these rows.

SMILES	AmpC inh det
CCN(CC)S(=O)(=O)c1ccc(NC2c3ncccc3C(=O)N2Cc2ccccc2)cc1 (configuration not stated)	2%
CCc1oc(C(=O)O)cc1CN(CC)CC	-3%
CC(C)N(C(=O)CN(C#N)c1nc(N(C)C)nc(N(C)C)n1)c1ccccc1	13%
COc1ccc(OC)c(C2C(C(C)=O)=C(O)C(=O)N2c2ccc(O)cc2)c1 (configuration not stated)	15%
Clc1ccc(Cn2ncc3c(N4CCCCC4)ncnc32)cc1	-8%
Cn1c(NCCO)nc2c(c1=O)C1(CCCCC1)Cc1ccccc1-2	16%
CCOC(=O)NC(=O)CSc1nnnn1-c1ccc(Cl)cc1	-2%
O=C(O)c1cc(/C=N\O)ccc1OCc1ccccc1	-3%
ClC(Cl)=C(Cl)Cl	10%&11%
COC(=O)[C@H](C)NC(=O)Nc1ccc(C)c(C)c1	1%
c1ccc(C2=Nn3c(nnc3-c3n[nH]c4c3CCC4)SC2)cc1	7%
c1ccc2nc(-c3nc4ccccc4[nH]3)ccc2c1	7%
C=CCN1C[C@H](C)N([C@H](c2ccc(C(=O)N(CC)CC)cc2)c2cccc(O)c2)C[C@H]1C	0%
C=C(C)c1cccc(C(C)(C)NC(=O)Nc2ncccn2)c1	-4%
Cc1nonc1NC(=O)Nc1cccnc1	-5%
O=C(c1cc(C(F)(F)F)cc(C(F)(F)F)c1)N1CCC2(CC1)CCN(c1ccncc1)CC2	-2%
O=S(=O)(Nc1nc2ccccc2nc1NCCO)c1cccc(Cl)c1	-9%
Cc1cc(C)nc(SCCCn2c(=O)[nH]c3ccccc32)n1	6%
CC1(C)CC(=O)c2c(nc3ccccc3c2N)C1	4%
COCCn1c(=O)c(-c2cccc(F)c2)nc2cncnc21	5%
Cn1nnnc1SCc1cc(=O)n2ccsc2n1	-5%
CC(C)(C)NC(=O)Cn1nnc(-c2ccccc2Cl)n1	1%
Cc1ccc(C(c2sc3ncnn3c2O)N2CC(C)CC(C)C2)cc1 (configuration not stated)	12%
CCN1C(=O)C(O)(C2COC(C)(C)CC2=O)c2cc(Br)ccc21 (configuration not stated)	2%
NC(=O)NC(=O)COC(=O)CCCc1c[nH]c2ccccc12	-4%
N#Cc1ccccc1-n1c(N)c(C(=O)N2CCCC2)sc1=S	14%
CCOC(=O)c1[nH]c(C(=O)O)c(CCN(CC)CC)c1C	1%
Cc1cn(C2C=CC(CO)O2)c(=O)[nH]c1=O (configuration not stated)	-3%
COc1ccc(S(=O)(=O)N(C)CC(=O)O)c2ccccc12	-4%
Cc1ccc(N2C(=O)c3ccc(N)cc3C2=O)cc1	-2%
CC(=O)Nc1ccc(C2(O)COc3ccccc3O2)cc1 (configuration not stated)	-4%
NC(=O)C1(N2CCCCC2)CCN(CC(=O)Nc2cc(Cl)ccc2Cl)CC1	-3%
COc1ccccc1N1CCN(c2ncnc3nc[nH]c23)CC1	11%
O=C(c1cc(Cl)ccc1Cl)N1CCN(c2ccccn2)CC1	12%
O=C(Nc1cccnc1)c1cn(-c2ccccc2)nc1-c1cccs1	-4%
O=C(NC(Cc1ccccc1)C(=O)O)c1ccc(S(=O)(=O)N2CCCC2)cc1 (configuration not stated)	-6%
CCN1CCc2nc(NC(=O)Cc3ccc4c(c3)OCCO4)sc2C1	-4%
COc1cccc(C2CC(C(F)(F)F)n3ncc(C(=O)O)c3N2)c1 (configuration not stated)	-4%
Cc1cc(C)n(CC(O)COc2cccc(OCC(O)Cn3nc(C)cc3C)c2)n1 (configuration not stated)	-3%
O=C(CN1C2=NCCN2c2ccccc21)C12CC3CC(CC(C3)C1)C2	-6%
Cc1nc2ccc(S(=O)(=O)Nc3ccccc3C)cc2s1	-4%
Cn1c(SCC(=O)c2ccccc2)nnc1C1CC1	10%
COc1ccccc1N1CCN(C(=O)CSc2nc(-c3ccccc3)cc(=O)[nH]2)CC1	-6%
COc1cc(-c2nnc3sc(-c4cccnc4)nn23)cc(OC)c1OC	-1%
COCCCNS(=O)(=O)c1ccc2c(c1)OCCO2	3%
O=C(Oc1cccc(N2C(=O)CCC2=O)c1)C1CC(=O)N(c2ccc(F)cc2)C1 (configuration not stated)	-2%
COc1cccc(Cn2nnc(C(=O)Nc3cc(C)ccc3OC)c2N)c1	11%
CC(=O)NCCNc1ncnc2ccc(-c3c(C)noc3C)cc12	9%
Cc1cccc(-c2nc(CSCC(=O)N3CCN(c4ccccn4)CC3)c(C)o2)c1	-3%
COC(=O)CCN(C(=O)C1C2CC3CC(C2)CC1C3)c1ccccn1 (configuration not stated)	-5%
O=C1CCCN1CC(CN1CCOCC1)Sc1nnnn1-c1ccccc1 (configuration not stated)	-2%
CCCCN(CC)C(=O)Cc1c(C(=O)O)[nH]c2ccc(Cl)cc12	-3%
Cc1ccc(C)c(S(=O)(=O)Nc2ccc(S(=O)(=O)Nc3onc(C)c3C)cc2)c1	-1%
NC(=O)c1cc(Cl)cn(-c2ccccc2)c1=O	13%
CCCC(c1nnnn1C1CCCCC1)N1CCN(C2CCCC2)CC1 (configuration not stated)	0%
O=S(=O)(NCc1ccc2c(c1)OCO2)c1cccc(S(=O)(=O)N2CCOCC2)c1	-1%
COc1ccc(CNC(=O)C2COc3ccccc3O2)c(OC)c1 (configuration not stated)	8%
Cn1c(SCc2nc3ccccc3[nH]2)nnc1-c1cccs1	-1%
CCOc1ccc(NC(=O)c2ccc(N)cc2)cc1	13%
CCOc1ccc(NC(=O)CCS(=O)(=O)c2ccc3c(c2)CCCN3C(C)=O)cc1	10%

An excerpt of these results, bar-delimited.
Compound | AmpC inh det
CCOc1ccc(NC(=O)c2ccc(N)cc2)cc1 | 13%
Cc1nc2ccc(S(=O)(=O)Nc3ccccc3C)cc2s1 | -4%

(list continues)
SMILES	AmpC inh det
CC1CCCN(C(=O)CSCC(=O)N=c2sc3ccccc3n2C)C1 (configuration not stated)	-4%
Cn1nnnc1SCc1cn2cccnc2n1	-5%
N#CCC(=O)NCCCOC(=O)Nc1ccc(Cl)c(Cl)c1	3%
CCNC(=O)c1ccccc1-c1nc(-c2ccccc2Cl)no1	0%
O=C(CSc1nc(-c2cccs2)cc(C(F)(F)F)n1)NCc1ccco1	-8%
CCOC(=O)C1CCCN(C(=O)C2CC(=O)N(c3ccc(C)cc3)C2)C1 (configuration not stated)	0%
O=C(NC1CCCCCC1)c1ccc(N2CCCC2=O)cc1	0%
NS(=O)(=O)c1nc(S(=O)(=O)O)c2[nH]cnc2n1	-1%[5.75 µM]
Cn1c(=O)c2c(nc(NCc3cccnc3)n2Cc2cccc(C(F)(F)F)c2)n(C)c1=O	-1%
CCCC(=O)NCc1nc2ccccc2n1C	-3%
COc1ccc(O)c(C(=O)c2cnc3onc(C)c3c2)c1	7%
CCN(C(=O)CSc1nnnn1-c1cc(C)ccc1OC)C1CCS(=O)(=O)C1 (configuration not stated)	26%
CC(C)n1cc(C(=O)N(CC(=O)NC2CCCC2)Cc2ccccc2)cn1	8%
Cc1ccccc1OCC(=O)Nc1ccc2c(c1)COC2=O	-3%
CC(CCc1ccco1)NC(=O)c1cc2c(-c3ccccc3F)nn(C)c2s1 (configuration not stated)	15%
O=C(Cc1ccccc1)OCn1nnc2ccccc2c1=O	-5%
O=C(CSc1nnc(-c2cccc(S(=O)(=O)N3CCCCC3)c2)o1)NCCC1=CCCCC1	0%
Cc1cnc[nH]1	8%
COc1ccccc1C(=O)Nn1cnc2ccccc2c1=O	-5%
c1ccc2oc(N3CCNCC3)nc2c1	6%
O=C(COC(=O)CCCNC(=O)c1ccc(Cl)cc1)NC1CC1	-6%
CCCc1[nH]nc2c1C(c1ccncc1)C(C#N)=C(N)O2 (configuration not stated)	9%
CCOc1nc(NCc2ccco2)nc(Nc2ccc(OC)cc2)n1	-6%
Cc1cc(NC(=O)c2c(-c3ccccc3Cl)noc2C)no1	7%
COc1ccc(N(CC(=O)Nc2nccs2)S(=O)(=O)c2c(C)nn(C)c2C)cc1	6%
Cc1nnc(SCCn2c(Br)nc3c2c(=O)n(C)c(=O)n3C)s1	6%
COCCN1C(=O)C(=O)/C(=C(/O)c2cccc(OC)c2)C1c1ccco1 (configuration not stated)	-2%
COC(=O)[C@@]1(Cc2ccc(F)cc2)[C@H]2c3cc(C(=O)N(C)C)n(CC4CC4)c3C[C@H]2CN1C(=O)c1ccccc1	-5%
COc1ccc(CCNC(=O)c2cc3c(=O)n4cccc(C)c4nc3n(Cc3ccncc3)c2=N)cc1	-4%
CCCCCOC(=O)CSc1nnc(-c2ccccc2)c(=O)[nH]1	-1%
CN(C1CCCCC1)S(=O)(=O)c1ccc(NC(=O)c2ccc(Br)o2)cc1	10%
Nc1nc(NC(=O)c2ccco2)nn1-c1ccccc1	-3%
CCOC(=O)Nc1ccc2c(c1)N(C(=O)CCN1CCOCC1)c1ccccc1S2=O (configuration not stated)	-1%
O=C(COC(=O)c1ccccn1)Nc1cccc(Cl)c1Cl	-2%
CCOC(=O)c1ccc(Nc2cc(C)nc(N3CCOCC3)n2)cc1	9%
Cc1ccccc1-c1nc(NC2CCNCC2)c2ccccc2n1	10%
COc1ccc(-c2nn(C)c(=O)c3ccccc23)cc1NC(=O)Cn1nc(C)c2ccccc2c1=O	-5%
O=C(COC(=O)CCNS(=O)(=O)c1ccc2c(c1)OCCO2)NC1CCCc2ccccc21 (configuration not stated)	15%
CCOC(=O)COc1ccc(S(=O)(=O)N2CCN(C(=O)OCC)CC2)cc1	-5%
CCOc1ccc2[nH]c(=O)c(CN(Cc3nnnn3Cc3ccco3)C3CCCCC3)cc2c1	5%
c1ccc(CCn2nnnc2CN2CCCc3ccccc32)cc1	9%
CCOc1cc(S(=O)(=O)NCc2cccs2)ccc1Cl	-6%
COC(=O)c1c(C)nn(-c2ccccc2)c1N	6%
CSc1nc(NC(C)(C)C)nc(N2CCOCC2)n1	-1%
Nc1nnc(-c2cn(-c3ccccc3)nc2-c2ccccc2)o1	-6%
CC1=C(C(=O)OCC2CCCO2)C(c2ccc(C)o2)C2=C(CC(c3ccc(F)cc3)CC2=O)N1 (configuration not stated)	-4%
Cc1nccn1S(=O)(=O)c1ccc(Br)cc1Br	2%
COc1ccc(-c2[nH]nc3c2C(c2ccncc2)C(C#N)=C(N)O3)cc1 (configuration not stated)	-1%
O=C(NCCc1c[nH]c2ccccc12)c1ccc(-n2cnnn2)cc1	-1%
CCNc1ncc2nc(-c3ccc(Cl)cc3)c(=O)n(Cc3ccc(F)cc3)c2n1	-3%
O=C(Nc1c(F)cc(F)cc1Br)C1CCCO1 (configuration not stated)	-2%
CN1CCC(N(C)c2nc(-c3ccccc3)nc3ccccc23)CC1	3%
CCC(=O)N1c2ccccc2NC2=C(C(=O)CCC2)C1c1cccnc1 (configuration not stated)	-5%
O=C(CN1C(=O)COc2ccccc21)N1CCCc2ccccc21	10%
Nc1ccc(O)c(C(=O)O)c1	5%
O=C(c1cc2ncc(Br)cn2n1)N1CCN(C(=O)c2ccco2)CC1	-1%
CCNc1ncc2nc(-c3cccs3)c(=O)n(-c3ccccc3)c2n1	-4%
CCC(C)(C)n1nnnc1C(C(C)C)N1CCN(C)CC1 (configuration not stated)	-3%
COc1ccccc1NC(=O)CSC1CC(=O)N(c2ccc3c(c2)OCO3)C1=O (configuration not stated)	-4%
O=S(=O)(c1cccs1)N1CCc2ccccc2C1	-3%

A draw from above in order of SMILES length, highest first:
SMILES	AmpC inh det
CC1=C(C(=O)OCC2CCCO2)C(c2ccc(C)o2)C2=C(CC(c3ccc(F)cc3)CC2=O)N1 (configuration not stated)	-4%
CCNc1ncc2nc(-c3ccc(Cl)cc3)c(=O)n(Cc3ccc(F)cc3)c2n1	-3%
COc1ccc(-c2[nH]nc3c2C(c2ccncc2)C(C#N)=C(N)O3)cc1 (configuration not stated)	-1%
O=C(c1cc2ncc(Br)cn2n1)N1CCN(C(=O)c2ccco2)CC1	-1%
CCC(=O)N1c2ccccc2NC2=C(C(=O)CCC2)C1c1cccnc1 (configuration not stated)	-5%
O=C(NCCc1c[nH]c2ccccc12)c1ccc(-n2cnnn2)cc1	-1%
CN1CCC(N(C)c2nc(-c3ccccc3)nc3ccccc23)CC1	3%
Nc1nnc(-c2cn(-c3ccccc3)nc2-c2ccccc2)o1	-6%
CCC(C)(C)n1nnnc1C(C(C)C)N1CCN(C)CC1 (configuration not stated)	-3%
c1ccc(CCn2nnnc2CN2CCCc3ccccc32)cc1	9%
CCOc1cc(S(=O)(=O)NCc2cccs2)ccc1Cl	-6%
CSc1nc(NC(C)(C)C)nc(N2CCOCC2)n1	-1%
O=S(=O)(c1cccs1)N1CCc2ccccc2C1	-3%
O=C(Nc1c(F)cc(F)cc1Br)C1CCCO1 (configuration not stated)	-2%
Nc1ccc(O)c(C(=O)O)c1	5%

The results go on:
SMILES	AmpC inh det
CCn1c(SCc2ccc(C(=O)OC)o2)nc2sc3c(c2c1=O)CCCC3	-6%
CC1Cn2c(nc3sc4c(c3c2=O)CCC4)N1CCO (configuration not stated)	-2%
COc1ccc(C(CC(=O)O)NC(=O)Cc2ccccc2)cc1 (configuration not stated)	-3%
O=C(CSc1nnc(COc2ccccc2)n1Cc1ccco1)Nc1ccc2c(c1)OCCO2	16%
N#Cc1c(NC(=O)CN2CCCCC2)sc2c1CCC2	-2%
CCOC(=O)C1CCCN(C(=O)Cn2nc(CC)n3c(cc4sccc43)c2=O)C1 (configuration not stated)	10%
C[C@@]12CC[C@H](O)C[C@@H]1CC[C@H]1[C@H]2C[C@@H](O)[C@]2(C)[C@@H](C3=CC(=O)OC3)CC[C@@]12O	7%
N#Cc1cc2nc(O)c(O)nc2cc1[N+](=O)[O-]	-4%&-3%
COc1cc(OC)c(S(=O)(=O)NCc2ccco2)cc1S(=O)(=O)NCc1ccco1	0%
COc1nc(NCc2cccnc2)nc(OC)n1	6%
N#Cc1c(N)sc(=S)c2c1CCN(Cc1ccccc1)C2	7%
